GLP1R inv ag = GLP-1 receptor (human) inverse agonism; P43220; HEK293 GLP-1R CRE-luciferase, luminescence, 24 h; GLP-1R form is constitutively active; Potency, µM (doses to about 38.3 µM), for the others: at the top dose activity change, negative = inhibition, most hits filed as inhibitors; 410,000 tested, 1.6% active; AID 624417; also: potency is read from the fitted curve at half-maximal effect; % is scaled to controls: 0 for no effect and ±100 for the full control effect; nearly all actives have a fitted effect of over 55% in size
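Assay principle: reduced luminescence from a cAMP-responsive reporter in HEK293 cells co-expressing a constitutively active GLP-1R. Conditions: 24 hr compound incubation, 37 deg C, 5% CO2.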
DRD3 antagonist = antagonists of human D3 dopamine receptor. max response, negative = inhibition, %. D3R cells, DiscoveRx beta-arrestin luminescence, antagonist mode; stronger effect = lower value. AID 652054. P35462. 360,000 tested, 2.5% active; in the data active = max response below about -50%; inconclusive = no clear call, values can overlap the other calls; also: % is scaled to controls: 0 for no effect and ±100 for the full control effect; mostly tested at two doses, the higher about 12 µM
Target sequence (P35462 whole entry, looked up): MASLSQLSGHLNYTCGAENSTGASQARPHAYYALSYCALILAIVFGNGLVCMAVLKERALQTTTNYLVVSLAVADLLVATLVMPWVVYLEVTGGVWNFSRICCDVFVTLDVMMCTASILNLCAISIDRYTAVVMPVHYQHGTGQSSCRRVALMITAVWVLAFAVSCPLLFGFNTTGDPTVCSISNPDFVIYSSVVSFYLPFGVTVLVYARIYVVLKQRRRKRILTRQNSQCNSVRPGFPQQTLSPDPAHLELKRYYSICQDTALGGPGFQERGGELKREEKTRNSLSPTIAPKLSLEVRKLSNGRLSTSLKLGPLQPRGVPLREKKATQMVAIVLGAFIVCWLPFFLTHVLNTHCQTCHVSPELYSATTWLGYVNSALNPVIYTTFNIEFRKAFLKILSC
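Cells plated overnight at 1500 cells/well, then exposed to library compounds with dopamine controls for 90 minutes at 37 degrees C. DiscoveRx reagent added for 30–60 minutes at room temperature; luminescence read, quantitative HTS format.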
Akt phos inh = Akt phosphorylation inhibition; 360,000 tested, 0.32% active; Neuro2A IGF-stimulated pAkt S473 HTRF, 20 min; stronger effect = lower value; activity change, % for hits at 50 µM; in the data active = activity change below about -80%; inconclusive = mostly about -51% to -80%; also: % is scaled to controls: 0 for no effect and ±100 for the full control effect
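Neuro2A cells in DMEM with 0.5% FBS, overnight at 37 deg C, given compound at single 50 µM final, then IGF (6 nM final) for 20 min at 37 deg C. Lysed; phospho-Akt Ser473 by HTRF after 24 h, 665/615 ratio.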
GLP-1R agonist = activates the human GLP-1 receptor. P43220. HEK293 GLP-1R CRE-luciferase, luminescence, 4-6 h; cells express a hypersensitive GLP-1R form. Potency, µM (highest dose often 45.6 µM), without a hit: at the highest dose activation, most hits filed as activators. 380,000 tested, 0.007% active. AID 624172; also: potency is read from the fitted curve at half-maximal effect; % of control where 0% means no effect
aSyn rescue = inhibitors of alpha-synuclein toxicity in yeast; Yeast expressing alpha-synuclein, growth rescue, BacTiter-Glo, 24 h; Potency, µM (series often up to 46.1 µM), for inactives: top-dose growth rescue (activation), most hits filed as activators; 370,000 tested, 0.14% active; AID 652106; also: potency is read from the fitted curve at half-maximal effect; % of control where 0% means no effect; nearly all actives have a fitted effect of over 65% in size
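Readout is rescue of growth in alpha-synuclein-expressing yeast, so inhibitors of toxicity appear as activators. Growth after 24 hr at 30 deg C in galactose medium is quantified by luminescence.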
TDP-43 yeast inh = TDP-43 toxicity inhibition in yeast; TDP-43 expressing yeast growth rescue, BacTiter-Glo, 24 h; Potency, µM (highest dose often 46.1 µM), without a hit: top-dose growth rescue (activation), hits mostly activators; 410,000 tested, 1.8% active; AID 652104; also: potency is read from the fitted curve at half-maximal effect; % of control where 0% means no effect; nearly all actives have a fitted effect of over 50% in size
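Luminescence from BacTiter-Glo reports growth of TDP-43-expressing yeast after 24 hr at 30 deg C with compound. Cells were raffinose-pregrown to mid-log, then seeded in galactose medium at OD600=0.02.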
Abeta rescue = compounds reversing amyloid beta toxicity in yeast. yeast expressing A-beta42, growth rescue, OD600, 48 h; response scale: 0% DMSO, 100% iron-clioquinol control. Potency, µM (series often up to 46.1 µM), without a hit: at the highest dose growth rescue, usual class: activators. 410,000 tested, 0.063% active. AID 1347071; also: potency is read from the fitted curve at half-maximal effect; nearly all actives have a fitted effect of over 55% in size
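Growth rescue measured by 600 nm absorbance after 48 h yeast culture at 30 C with compound. Values normalized between DMSO and an equimolar ferric chloride plus clioquinol control.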
PTHR1 ag = PTHR1 (human) receptor agonism; Q03431; HEK293 GP2 PTHR1 cells, GloSensor cAMP luminescence, 1 h; Potency, µM (doses to about 115 µM), without a hit: top-dose activation, actives largely listed as activators; 410,000 tested, 0.075% active; AID 743266; also: potency is read from the fitted curve at half-maximal effect; nearly all actives have a fitted effect of over 55% in size; some results filed as inactive show a strong effect at the top dose; inactives centre near -15; many of its hits are not listed in these tables
Target sequence (Q03431 whole entry, looked up): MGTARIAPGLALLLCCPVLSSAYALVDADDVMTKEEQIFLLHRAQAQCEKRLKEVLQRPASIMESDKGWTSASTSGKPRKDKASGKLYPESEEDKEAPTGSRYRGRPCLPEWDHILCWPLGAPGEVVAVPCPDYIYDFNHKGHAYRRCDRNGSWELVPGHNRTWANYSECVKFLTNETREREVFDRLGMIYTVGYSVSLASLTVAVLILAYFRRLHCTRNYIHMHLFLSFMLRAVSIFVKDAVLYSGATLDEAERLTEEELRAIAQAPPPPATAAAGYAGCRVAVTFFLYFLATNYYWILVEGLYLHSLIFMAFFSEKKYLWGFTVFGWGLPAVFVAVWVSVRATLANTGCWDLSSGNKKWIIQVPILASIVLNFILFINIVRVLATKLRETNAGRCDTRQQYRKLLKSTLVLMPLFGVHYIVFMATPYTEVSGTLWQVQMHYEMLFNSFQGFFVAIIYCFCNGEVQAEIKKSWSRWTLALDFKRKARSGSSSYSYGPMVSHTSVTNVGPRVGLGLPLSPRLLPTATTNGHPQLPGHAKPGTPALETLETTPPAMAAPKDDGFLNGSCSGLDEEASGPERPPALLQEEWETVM
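HEK-293-derived GP2 cells expressing PTHR1 and a GloSensor cAMP reporter, 3,000/well, plated overnight, given luciferin plus IBMX (each 0.5 mM as added) for 1 h at 37 °C, then compound for 1 h at 37 °C. Luminescence was read after 15 min at room temperature.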
FUS suppressor = suppressors of FUS proteinopathy in yeast | S. cerevisiae FUS-expressing, growth rescue, OD600, 24 h | AID 1347120 | Potency, µM (doses to about 76.6 µM), for the others: at the highest dose growth rescue (activation), hits mostly activators | 390,000 tested, 0.24% active;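 also: potency is read from the fitted curve at half-maximal effect; plate controls were DMSO vehicle for no effect and reference control for full effect; nearly all actives have a fitted effect of over 55% in size; some results filed as inactive show a strong effect at the top dose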
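Cultures pregrown in 2.5% raffinose medium are shifted to minimal medium containing 2% galactose to express toxic FUS. Compounds are tested at several concentrations. After 24hr at 30C, growth is quantified at 600 nm absorbance.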
An asterisk follows results filed as active; i = inactive; ? = inconclusive; nt = not tested or not shown; & = joins results of further samples; [ ] = remark or other dose. Unless noted, calls follow the shape of the dose curve; as a rule, active = well fitted curve in the direction sought with a large enough effect; inconclusive = small, poorly fitted or top-dose-only effect, or another doubt; inactive = no such curve, though single readings can be large; an effect the other way counts as inactive or inconclusive. This is a subset; count on the stated rates, not on these rows.

# | compound | GLP1R inv ag | DRD3 antagonist | Akt phos inh | GLP-1R agonist | aSyn rescue
1 | CCOC(=O)c1[nH]c2ccccc2c1NC(=O)c1c(F)cccc1F | 6.3% | nt | nt | -2.3% | nt
2 | O=C(O)COc1ccc(Br)cc1CP(=O)(c1ccccc1)c1ccccc1 | 20.1% | 2.4 | i | 1.3% | 0.4%
3 | O=C(NNc1cccc(Cl)n1)C1CC1 | 3.9% | 0.5 | i | -1.5% | -5.7%
4 | COC(=O)c1ccc(Nc2c([N+](=O)[O-])ccc3nonc23)cc1 | -6.1% | -0.1 | i | 0.3% | -1.3%
5 | COc1ccc(C)cc1-n1nnnc1SCn1nnc2ccccc2c1=O | 6.3% | 19.5 | i | -6.4% | -12.0%
6 | O=C(NC1CCCC1)C(c1ccccn1)N(C(=O)c1csnn1)c1ccccc1 (stereo unspecified) | 9.8% | -11.3 | i | 4.2% | 0.6%
7 | COc1cccc(-c2cc(C(F)(F)F)n3nc(C)c(-c4ccccc4)c3n2)c1 | 5.0% | nt | nt | 0.8% | nt
8 | O=C(NCc1cccnc1)C(=O)N/N=C/c1ccccc1[N+](=O)[O-] | -10.3% | 7.8 | i | ? | -3.5%
9 | COc1ccc(OC)c(S(=O)(=O)N(C)CC(=O)N2CCN(c3ccccc3)CC2)c1 | -10.0% | 3.9 | i | -2.6% | 2.2%
10 | CCn1c2c(c3cc(OCC(C)C)ccc31)CCCC2=O | -23.2% | -8.8 | i | 13.9% | 29.4%
11 | O=C(Nc1ccccc1C(=O)N1CCCCCC1)c1ccc(Cl)cc1 | -9.1%[7.66 µM] | 4.0 | i | 10.7% | 0.7%
12 | OCCCNc1nc(-c2ccc(Cl)cc2)nc2ccccc12 | ? | -14.8 | i | 14.2% | -1.2%
13 | Cc1ccc(N(C(=O)CCC(=O)Nc2cc(C)on2)C(C(=O)NC2CCCC2)c2cccs2)cc1 (stereo unspecified) | ? | -8.3 | i | -1.9% | 8.1%
14 | COc1cccc(C(=O)COC(=O)CCCC(=O)NC2CCCCC2)c1 | 9.7% | -5.1 | i | 6.5% | 0.1%
15 | CC1CCN(C(=O)C(=O)c2cn(CC(=O)N3CCCCCC3)c3ccccc23)CC1 | -14.4% | -0.2 | i | -4.9% | -3.5%

# | TDP-43 yeast inh | Abeta rescue | PTHR1 ag | FUS suppressor
1 | 9.2% | -8.0% | i | -11.6%
2 | 9.4% | 11.1% | -0.7% | 16.4%
3 | 19.5% | 2.0% | -93.6%[inhibitor] | -0.7%
4 | -8.9% | -9.0% | -19.7% | -2.1%
5 | 14.4% | 6.5% | -27.6% | -14.2%
6 | -10.1% | 6.0% | i | 6.5%
7 | 1.0% | -11.8% | -68.6% | 5.6%
8 | 9.5% | 7.5% | -3.9% | -35.5%
9 | 0.7% | 2.0% | -2.3%[57.5 µM] | 17.9%
10 | 3.4% | 17.7% | -20.1% | 18.4%
11 | 20.4%[9.22 µM] | -12.4% | -9.6% | 8.4%
12 | 8.9% | 1.1% | i | 1.3%
13 | 8.0% | -5.1% | i | 14.1%
14 | 11.2% | -1.1% | -23.9% | nt
15 | -25.0% | -3.8% | i | 20.0%

Following part.
# | compound | GLP1R inv ag | DRD3 antagonist | Akt phos inh | GLP-1R agonist | aSyn rescue
16 | CN(C)S(=O)(=O)c1ccc(C(=O)NCC2(N3CCCCC3)CCCCC2)cc1 | -9.4%[0.307 µM] | 5.7 | i | 3.0% | 0.1%
17 | CC(C)NC(=O)C(=O)NCCN1CCN(S(=O)(=O)c2ccc(Cl)cc2)CC1 | 3.5% | -11.6 | i | -1.3% | -1.4%
18 | O=C(OCCCc1cc2ccccc2c(=O)o1)c1ccc(F)cc1 | 14.5% | -26.0 | i | 2.0% | 0.3%
19 | CCc1ccc(-c2cc(C)no2)cc1S(=O)(=O)NCCc1ccc(S(N)(=O)=O)cc1 | 15.5% | 3.3 | i | 2.6% | 0.7%
20 | CC(C(=O)N1CCCCC1)N(C)CC(=O)Nc1ccc(F)c(F)c1F (stereo unspecified) | 13.1% | 10.7 | i | 11.1% | -0.1%
21 | O=C(O)Cc1csc(-c2cccc(Oc3ccccc3)c2)n1 | 17.4%&50.8% | 0.8&-1.1 | i | -0.2%&1.0% | 8.6%&10.6%
22 | O=C1C=C(N2CCOCC2)c2ccccc2C1=O | ? | -25.6 | i | -8.9% | -1.4%
23 | CCOc1cc(N2CCOCC2)c(OCC)cc1NC(=O)CSc1ncccn1 | 10.7% | 3.7 | i | 19.4% | 2.1%
24 | O=C(Cn1ccc2ccccc2c1=O)NCCC(=O)N1CCN(c2cccc(C(F)(F)F)c2)CC1 | -7.8% | 28.2 | i | -9.6% | -0.8%
25 | COc1ccc(N2CCN(C(=O)c3ccc(C)c(NC(=O)c4ccco4)c3)CC2)cc1 | 4.3% | 3.7 | i | -9.4% | -4.4%
26 | CCOC(=O)C1CCCN(CC(=O)Nc2ccc(C(=O)Nc3ccccc3OC)cc2)C1 (stereo unspecified) | ? | -23.5 | i | -2.1% | -7.4%
27 | O=C(COC(=O)c1ccc([N+](=O)[O-])s1)c1ccc[nH]1 | 21.8% | 5.1 | i | -0.3% | -71.9%[inhibitor]
28 | CCn1ncc(Br)c1C(=O)Nc1ccc(Cl)cn1 | 0.3% | 5.2 | i | 10.8% | -8.9%
29 | Cc1cc(C)nc(/N=C(\N)N(Cc2ccccc2)Cc2ccccc2)n1 | ? | 4.0 | i | 12.1% | 2.0%
30 | O=C(COc1ncnc2sccc12)NC1CCCCC1 | 31.3%[activator] | 10.1 | i | 7.0% | -0.8%

# | TDP-43 yeast inh | Abeta rescue | PTHR1 ag | FUS suppressor
16 | -15.5% | 1.2% | i | 23.1%
17 | -13.4% | -2.7% | i | -0.4%
18 | ? | 8.6% | i | -1.1%
19 | 0.1% | -4.5% | -16.3% | 13.0%
20 | 13.9% | 10.0% | i | -12.7%
21 | ? | ? | -11.5% | 2.2%&14.4%
22 | -16.4%[1.82 µM] | 7.6% | -41.0%[inhibitor] | 18.8%
23 | 7.7% | 0.1% | -2.8% | 11.6%
24 | -7.2% | 11.0% | -25.3%[57.5 µM] | 21.6%
25 | 20.2% | -11.1% | -24.9% | nt
26 | -13.5% | -11.5% | -13.8% | 7.8%
27 | -90.8%[inhibitor] | -80.8%[inhibitor] | -7.0% | nt
28 | 10.3% | -6.8% | -5.1%[57.5 µM] | 0.7%
29 | -11.8% | -7.7% | -19.5% | 23.7%
30 | -4.3% | 11.8% | i | -11.3%

Additional entries follow:
# | compound | GLP1R inv ag | DRD3 antagonist | Akt phos inh | GLP-1R agonist | aSyn rescue
31 | CCC(C)C1/C=C\CC(NC(=O)OCC2c3ccccc3-c3ccccc32)CC(=O)N1Cc1ccccc1 (stereo unspecified) | ? | ? | i | -0.1% | 2.4%
32 | CCOc1ccc(N(CC(=O)NCc2ccco2)S(C)(=O)=O)cc1 | 15.2% | -5.8 | i | -7.8% | -6.5%
33 | O=C(OCC1COC(c2ccccc2)(c2ccccc2)O1)c1ccccc1 (stereo unspecified) | ? | -18.1 | i | 2.9% | -6.9%
34 | CSc1nnc2n(-c3ccccc3)c(=O)c3c4c(sc3n12)CCC4 | 77.0%[activator] | -10.1 | i | ? | -6.5%
35 | Cc1ccc(C(=O)OCC(=O)N2CC(=O)Nc3ccccc32)s1 | -3.9% | -14.2 | i | -9.2% | -0.2%
36 | Cc1cc(C)n(-c2nc(NCC(C)O)c3c4c(sc3n2)CCCC4)n1 (stereo unspecified) | 2.82µM* | -29.0 | i | 16.7% | -7.2%
37 | O=C1CCC(=O)N1OCCOc1ccc(Cl)c2ccccc12 | 10.5% | -7.6 | i | -0.8% | 10.0%
38 | Clc1ccc(Cn2c(-c3cccnc3Cl)nc3ccccc32)cc1 | -9.3% | 8.3 | i | -5.8% | 13.2%
39 | CC(C)Oc1ccc(C(=O)NC(C)(C)CO)cc1 | 4.7% | 2.3 | i | -9.1% | -4.0%
40 | CC(=O)N1CCN(C(=O)CNc2cc(C(F)(F)F)ccc2OCC(F)(F)F)CC1 | 0.5% | -1.5 | i | 2.3% | -0.4%
41 | O=C1C2C3C=CC(C3)C2C(=O)N1c1ccc2ccccc2n1 (stereo unspecified) | 0.1% | 0.7 | i | -5.3% | 0.8%
42 | O=C1c2ccccc2C(=O)N1CCCCCCN1C(=O)c2ccccc2C1=O | 5.5% | -13.2 | i | 15.9% | 4.9%

# | TDP-43 yeast inh | Abeta rescue | PTHR1 ag | FUS suppressor
31 | 13.4% | 8.1% | -13.6% | ?
32 | 7.2% | -11.6% | i | 7.6%
33 | 19.5% | 4.5% | -0.9% | nt
34 | 2.0% | -20.0% | i | -2.0%
35 | -0.4% | -0.7% | i | 19.2%
36 | ? | 25.5% | -13.9% | 8.4%
37 | ? | 13.5% | i | 6.6%
38 | 15.8% | 5.6% | -20.2% | 13.6%
39 | -11.2% | 0.1% | -4.1% | 27.6%
40 | -17.5% | 25.3% | -5.4%[57.5 µM] | 20.1%
41 | -6.6% | -3.4% | -15.3%[57.5 µM] | 10.2%
42 | 15.3% | 12.8% | -11.4% | 6.0%

Record cards, as listed above:
Listed for `CC(=O)N1CCN(C(=O)CNc2cc(C(F)(F)F)ccc2OCC(F)(F)F)CC1` → GLP1R inv ag = 0.5%; DRD3 antagonist = -1.5; Akt phos inh = i; GLP-1R agonist = 2.3%; aSyn rescue = -0.4%; TDP-43 yeast inh = -17.5%; Abeta rescue = 25.3%; PTHR1 ag = -5.4%[57.5 µM]; FUS suppressor = 20.1%
Listed for `CC1CCN(C(=O)C(=O)c2cn(CC(=O)N3CCCCCC3)c3ccccc23)CC1` → GLP1R inv ag = -14.4%; DRD3 antagonist = -0.2; Akt phos inh = i; GLP-1R agonist = -4.9%; aSyn rescue = -3.5%; TDP-43 yeast inh = -25.0%; Abeta rescue = -3.8%; PTHR1 ag = i; FUS suppressor = 20.0%

Source: PubChem
